Efa HMGR inh: inhibitors of E. faecalis class II HMGR, primary screen, biochemical, Enterococcus faecalis. purified E. faecalis HMGR, NADPH absorbance 340 nm kinetic. 190,000 compounds, 0.41% hits. HMG-CoA reductase (Enterococcus faecalis, mvaE). AID 1066, 2008. inhibition, % at 10 µM;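 active = inhibition above a set limit, the median over all tested compounds plus 3 SD, cut at about 9.5% in these data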;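 also: enzyme runs in reverse so mevalonate oxidation gives rising NADPH absorbance; 0% = complete reaction with DMSO and 100% = background rate lacking mevalonate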
G6PDH counter: L. mesenteroides G6PDH inhibitors, counter-screen for G6PDH-coupled screening assays, biochemical, Leuconostoc mesenteroides enzyme. glucose-6-phosphate dehydrogenase [Leuconostoc mesenteroides]. Purified L. mesenteroides G6PDH, diaphorase/resazurin coupled fluorescence, 45 min. inhibition, % at 5 µM. 200,000 compounds, 0.12% hits. AID 1020, 2008; in the data active = inhibition above about 50%
FLuc act counter: FLuc activators, initial screening, artefact control for FLuc-dependent activation tests, biochemical, ATPlite luminescence; Luciferin 4-monooxygenase (Photinus pyralis), P08659; ATPlite luciferase biochemical, 10 min; 0 = ATP-free wells, 1 = DMSO control; activation factor at 10 µM; 200,000 tested, under 10 active; AID 1027, 2008;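 active = luciferase activation factor, scaled between plate controls, of at least 2 with compound at 10 µM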
Target sequence (P08659 whole entry, looked up): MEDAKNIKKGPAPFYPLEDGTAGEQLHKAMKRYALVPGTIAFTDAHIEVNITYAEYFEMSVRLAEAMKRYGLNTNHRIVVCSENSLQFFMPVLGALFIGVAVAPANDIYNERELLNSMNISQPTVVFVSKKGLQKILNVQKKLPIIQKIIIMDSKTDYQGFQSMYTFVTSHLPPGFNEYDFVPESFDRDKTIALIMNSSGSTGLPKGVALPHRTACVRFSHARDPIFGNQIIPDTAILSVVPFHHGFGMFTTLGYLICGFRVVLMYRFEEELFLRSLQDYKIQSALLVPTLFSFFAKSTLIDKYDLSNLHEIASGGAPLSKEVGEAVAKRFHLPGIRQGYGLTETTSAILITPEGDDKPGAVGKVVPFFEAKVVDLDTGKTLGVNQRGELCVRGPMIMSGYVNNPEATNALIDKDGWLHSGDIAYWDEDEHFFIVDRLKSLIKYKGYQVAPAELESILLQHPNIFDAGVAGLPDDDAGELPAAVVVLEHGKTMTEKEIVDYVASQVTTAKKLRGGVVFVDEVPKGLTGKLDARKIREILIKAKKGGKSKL
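System: luciferase plus luciferin reagent, cell-free; medium: PBS as buffer for the ATP substrate; dosing: test compounds dosed from 2 mM stocks in 100% DMSO; timing: 10 min post-reagent at room temperature; measured by: luminescence measurement of luciferase light output; evaluation: luciferase activation, seen as luminescence increase over controls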
Diaph act CS: compounds boosting diaphorase resazurin reduction – biochemical, uHTS, resorufin fluorescence, counter-screen for diaphorase-coupled primary assays, primary screen; Diaphorase/resazurin coupled assay, 16 min; stronger effect = higher value; 1 = vehicle wells, 0 = NADH-free wells; AID 1229, 2008; 190,000 compounds, 0.005% hits; activation factor at 20 µM;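 active = diaphorase activity raised at least twofold by the compound at 20 µM; inactive = activation factor below 2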
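Test system: Clostridium kluyveri diaphorase, purified enzyme. Buffer or medium: 50 mM HEPES pH 7.4 buffer plus MgCl2 and Tween 20. Also added: 0.114 mM NADH and 0.1 mM resazurin, final amounts. Dosing: compound 20 µM once, DMSO 1%. Schedule: 16 min enzyme reaction, ambient temperature. Detection: fluorescence of resorufin, 544 nm excitation, 590 nm emission.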
PMI act satM6P: human PMI activators, high substrate, primary screen, biochemical, fluorescence intensity, near-saturating mannose 6-phosphate; Mannose-6-phosphate isomerase (Homo sapiens), P34949; coupled PMI enzyme assay, resazurin fluorescence, 20 min; stronger effect = higher value; 1 = untreated enzyme, 0 = substrate-free blank; 190,000 compounds, 0.34% hits; activation factor at 20 µM;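 active = activation factor of 2 or more at 20 µM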
Target sequence (P34949 whole entry, looked up): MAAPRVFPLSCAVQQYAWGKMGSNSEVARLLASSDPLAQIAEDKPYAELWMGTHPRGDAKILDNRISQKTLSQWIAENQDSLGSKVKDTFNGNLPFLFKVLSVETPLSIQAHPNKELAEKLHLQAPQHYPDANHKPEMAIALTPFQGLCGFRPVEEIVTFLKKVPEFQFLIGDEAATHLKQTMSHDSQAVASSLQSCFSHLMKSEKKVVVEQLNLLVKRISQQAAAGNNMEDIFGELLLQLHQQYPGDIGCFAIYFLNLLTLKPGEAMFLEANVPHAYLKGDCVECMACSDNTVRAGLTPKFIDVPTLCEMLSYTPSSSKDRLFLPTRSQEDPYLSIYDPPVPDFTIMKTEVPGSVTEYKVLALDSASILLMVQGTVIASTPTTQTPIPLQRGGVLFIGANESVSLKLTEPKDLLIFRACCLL
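Test system: human PMI in coupled enzyme assay; Input: PMI at 15 ng/mL final; Medium: HEPES buffer, pH 7.4; Schedule: 20 min incubation at room temperature; Technique: resorufin fluorescence at Ex 544/Em 590 nm; Compound: 20 µM single dose; Probe or stimulus: Near-saturating mannose-6-phosphate, 1.0 mM.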
TNAP act hiacc: TNAP activators at high phosphate acceptor level, primary screen, biochemical, luminescence, uHTS | activation factor at 20 µM | 200,000 tested, under 10 active | purified TNAP, CDP-star luminescence, 1 M DEA, 30 min; stronger effect = higher value; 0 = EDTA background, 1 = DMSO-only activity | AID 1136, 2008;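 active = activation factor at least 2 at 20 µM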
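Assay system: human TNAP; Input: enzyme diluted 1/800 final; Reagent: CDP-star luminogenic substrate at 100 µM final; Timing: 30 min, room temperature; Signal: luminescence; Evaluation: TNAP activation factor scaled between EDTA and DMSO control wells.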
Diaphorase inh: diaphorase inhibitors and chemical oxidizers, primary screen, counter-screen for diaphorase-coupled primary assays, biochemical, uHTS, resorufin fluorescence; diaphorase resazurin-to-resorufin fluorescence, NADH, 16 min; bacterial (C. kluyveri) enzyme, not human; AID 1217, 2008; 190,000 compounds, 0.69% hits; inhibition, % at 20 µM;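 active = primary screen inhibition at 20 µM above a set limit, cut at about 50% in these data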;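 also: plate controls were DMSO with full reaction for no effect and wells lacking NADH for full effect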
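Test system: diaphorase enzyme from Clostridium kluyveri; amount: diaphorase at 0.14 U/mL in enzyme working solution; detection: fluorescence of resorufin formed from resazurin, Ex 544/Em 590 nm; times: reaction incubation of 16 min at room temperature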
PMI activator: activators of human PMI, primary screen, biochemical, fluorescence intensity, near-Km mannose 6-phosphate; Mannose-6-phosphate isomerase (Homo sapiens), P34949; purified human PMI, coupled resazurin fluorescence, 20 min; stronger effect = higher value; 1 = vehicle control, 0 substrate-free wells; activation factor at 20 µM; 190,000 compounds, 0.005% hits; AID 1214, 2008;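 active = activation factor of 2 or more at 20 µM, relative to plate controls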
TNAP inh noacc: human TNAP enzyme inhibitors, primary screen, biochemical, luminescent, no phosphate acceptor, uHTS; purified TNAP, CDP-star luminescence, 30 min; Alkaline phosphatase, tissue-nonspecific isozyme (Homo sapiens), P05186; 200,000 compounds, 0.26% hits; inhibition, % at 20 µM; AID 1012, 2008;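 active = tissue-nonspecific alkaline phosphatase inhibition above about 50% at 20 µM in the single-dose screen, limit read from the data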;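 also: 0% = DMSO negative control and 100% = EDTA positive control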
TNAP inh hi DEA: human TNAP enzyme inhibitors, primary screen, biochemical, luminescent, high phosphate acceptor level, uHTS. Alkaline phosphatase, tissue-nonspecific isozyme (Homo sapiens), P05186. purified TNAP, CDP-star luminescence, 1 M DEA. inhibition, % at 20 µM. 200,000 compounds, 0.03% hits. AID 1135, 2008;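 active = over 50% inhibition of tissue-nonspecific alkaline phosphatase at 20 µM in the single-dose screen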;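 also: plate controls were DMSO wells for no effect and EDTA-quenched wells as full inhibition for full effect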
Active calls of the source: *.

SMILES | Efa HMGR inh | G6PDH counter | FLuc act counter | Diaph act CS | PMI act satM6P | TNAP act hiacc | Diaphorase inh | PMI activator | TNAP inh noacc | TNAP inh hi DEA
CCOc1ccc(CCNC(=O)CCC(=O)Nc2ccc3nc(N4CCN(C)CC4)cc(C)c3c2)cc1OCC | -2.1 | 4.5 | 1 | 1.1 | 1 | 1 | -13.7 | 1 | 7.2 | 1.5
C=CCNC(=O)c1ccccc1CCc1ccccc1 | -10.3 | 8.1 | 1.1 | 0.9 | 1 | 1 | 11.5 | 1 | -1.4 | -0.8
S=C1N(c2ccccc2)C(c2ccccc2)N2CCCN12 (stereo unspecified) | -1.1 | 2.3 | 1 | 0.9 | 0.9 | 1 | 7.3 | 1 | -13.3 | 1.5
CC(C)NC(=O)c1ccc(-c2cccc(C(F)(F)F)c2)o1 | 1.1 | 2.3 | 1 | 0.8 | 0.9 | 1 | 17.1 | 0.9 | -2.9 | -4.2
CCOC(=O)Cc1csc(NC(=O)C2C3C=CC(C3)C2C(=O)O)n1 (stereo unspecified) | -4.4 | 9.6 | 1 | 1 | 0.9 | 1.1 | -2.9 | 1 | -9.3 | -5.7
O=C(COC(=O)CNC(=O)c1cccc([N+](=O)[O-])c1)Nc1cccc(S(=O)(=O)N2CCCC2)c1 | 0.6 | -5.7 | 1.1 | 0.9 | 1 | 1 | 14.4 | 0.9 | -7.9 | -4.4
Cc1ccc(-c2nnc(SCC(=O)N3CCCc4ccccc43)n2N)cc1 | -4.8 | 13.8 | 1 | 0.9 | 1 | 1 | 7.9 | 1.1 | -6.2 | -2.1
COc1cccc(-c2nc(C(N)=O)c3[nH]c(=O)n(-c4ccccc4)c3n2)c1OC | -2.2 | -18.3 | 1.1 | 0.7 | 0.8 | 1.1 | 26.4 | 0.9 | -13.4 | -8.1
CCn1c(=O)c([N+](=O)[O-])c(Cl)c2ccccc21 | -8.5 | 13.1 | 1.1 | 0.8 | 1 | 1 | 17.8 | 1 | 0.7 | -3.4
CCN(CC)S(=O)(=O)c1cccc(C(=O)NC(Cc2c[nH]c3ccccc23)c2nnc3n2CCC3)c1 (stereo unspecified) | -3.5 | -1.8 | 1 | 0.9 | 1 | 1 | 7.4 | 1 | -8.4 | -2.9
Cc1nc2sc(C(=O)OC(C)C)c(N)c2c(C)c1C | -2.0 | -3.4 | 0.9 | 1 | 1.3 | 1 | -4.5 | 1.5 | -5.2 | -0.1
O=C(C1CC1)N1CCc2[nH]c3ccccc3c2C1 | 0.1 | 5.2 | 1 | 0.9 | 0.9 | 1 | 10.7 | 1 | -9.9 | -3.8
O=C(NCC1(c2ccccc2)CCCC1)c1ccccc1 | 0.3 | -13.8 | 1.1 | 0.9 | 1 | 1 | 5.2 | 0.9 | -12.9 | -4.7
COc1ccc(-n2nc(C(=O)NCc3ccco3)c3ccccc3c2=O)cc1 | -3.5 | 3.1 | 1 | 1 | 0.9 | 1 | 4.9 | 0.9 | -7.5 | -1.3
O=C(CSc1ncc(-c2ccccc2)[nH]1)Nc1ccccc1F | 0.2 | 5.8 | 0.9 | 1 | 1.5 | 1 | -1.8 | 1 | -19.6 | -4.6
NC(=O)c1c(NC(NC(=O)c2ccco2)(C(F)(F)F)C(F)(F)F)sc2c1CCCC2 | -3.4 | 4.1 | 1 | 0.8 | 0.9 | 1 | 17.6 | 0.9 | -6.8 | 0.9
CCc1nnc(NC(=O)C2CC(=O)N(c3ccc(C)cc3)C2)s1 (stereo unspecified) | 0.8 | -1.8 | 1.1 | 0.9 | 1.3 | 1 | 8.9 | 1.1 | -10.1 | -0.2
CN(C)S(=O)(=O)N1CCN(CC(=O)Nc2cc(Cl)ccc2Cl)CC1 | -2.8 | 2.3 | 1.1 | 0.9 | 0.9 | 1 | 8.7 | 0.9 | -7.3 | -1.5
Cc1cc(=O)[nH]c(SCC(=O)NC(C)C2CC3CCC2C3)c1C#N (stereo unspecified) | 1.0 | 2.4 | 1 | 1 | 1.1 | 1 | -3.1 | 1.2 | -13.9 | -3.0
Cc1cnnn1-c1cccc([N+](=O)[O-])c1 | -2.5 | 14.1 | 1 | 1.2 | 1.1 | 1 | -21.2 | 1.1 | 8.9 | -2.9
Cc1cccc(NC(=O)C2CC(=O)N/C(=N/N=C/c3ccco3)S2)c1 (stereo unspecified) | -7.7 | 3.9 | 1 | 0.9 | 0.8 | 1 | 12.6 | 1.1 | 6.1 | 4.7
Cc1ccccc1Cn1c(=O)sc2ccccc2c1=O | -12.8 | -0.3 | 1 | 1 | 0.9 | 1 | 2.3 | 0.9 | -3.6 | 0.0
CCOC(=O)CCc1c(C)n[nH]c1C | -0.3 | 7.5 | 1 | 1.1 | 1.1 | 1.1 | -15.0 | 1.2 | -12.3 | -6.3
CCOc1cc(C2CC(=O)NC3=C2C(=O)C(C(=O)OC)C(C)C3)cc(Br)c1O (stereo unspecified) | -5.1 | -5.2 | 1 | 0.9 | 0.7 | 1 | 7.5 | 0.9 | 0.7 | 2.4
CC1CCCN(Cc2nc3c(c(=O)n(C)c(=O)n3C)n2CCc2ccccc2)C1 (stereo unspecified) | -1.4 | -9.5 | 1 | 0.9 | 0.9 | 1 | 7.7 | 0.9 | -1.8 | 2.4
O=C(CSc1nc(-c2cccs2)cc(C(F)(F)F)n1)NCc1ccccc1 | -0.3 | 0.2 | 1 | 0.9 | 1 | 0.9 | 10.9 | 1 | 2.6 | 7.0
CC(C)(O)C(=O)NNC(=S)Nc1ccc(F)c(Cl)c1 | 1.7 | -5.7 | 1.1 | 0.9 | 1 | 1.1 | 10.0 | 1 | -103.5 | -6.8
COc1cccc(S(=O)(=O)Nc2ccc(C(=O)NCc3ccco3)cc2)c1 | 0.8 | 21.0 | 1 | 0.8 | 0.9 | 1 | 17.8 | 0.9 | 5.7 | -1.8
CSc1nc(N)nc(SCC(=O)c2ccc(C)cc2)c1C#N | -0.1 | -1.3 | 1 | 1 | 1 | 1.1 | 3.2 | 1 | -7.9 | -6.1
Cc1nc(SCC(=O)c2ccccc2)c([N+](=O)[O-])[nH]1 | 2.7 | 3.3 | 1 | 0.9 | 1.1 | 1 | 13.1 | 1 | -3.8 | 0.2
O=C1NC(=O)C(CC(=O)N(c2ccccc2)C2(C(=O)NC3CCCC3)CCCCC2)N1 (stereo unspecified) | -1.6 | 7.5 | 1.1 | 0.8 | 1 | 1.1 | 16.2 | 1 | -10.7 | -9.1
C=CCc1cccc2cc(C(=O)NCc3ccc(C(=O)OCC)o3)c(=O)oc12 | 2.2 | -1.4 | 1 | 0.9 | 1.1 | 1 | 14.3 | 0.9 | -11.9 | -2.3
CCCCCC(=O)c1c(C)[nH]c(C(=O)OCC)c1C | -3.8 | 2.2 | 1 | 1 | 1 | 1 | 1.5 | 0.9 | -5.6 | -2.7
O=C(COC(=O)c1cccnc1Cl)c1ccccc1 | 0.6 | 3.1 | 0.4 | 0.9 | 1 | 1.1 | 11.3 | 0.9 | -16.0 | -9.7
OCCNc1cnc2ccccc2n1 | -4.2 | 2.9 | 1 | 0.9 | 1 | 1 | 6.5 | 1 | -1.8 | 0.5
Cc1ccc(C(=O)N/C(=C/c2ccc(-c3cc(C(F)(F)F)ccc3Cl)o2)C(=O)NCc2cccnc2)cc1 | -2.2 | -1.2 | 1.1 | 0.8 | 0.9 | 1.1 | 24.6 | 0.8 | -16.0 | -9.1
COc1ccccc1C1/C(=C(/O)c2ccc(OC(C)C)cc2)C(=O)C(=O)N1c1cc(C)on1 (stereo unspecified) | 0.1 | 9.2 | 1 | 0.9 | 1.1 | 1 | 8.1 | 1 | 2.3 | 0.4
O=C(NC(=S)Nc1ccc2[nH]c(=O)[nH]c2c1)c1cncc(Br)c1 | -0.7 | 9.2 | 1.1 | 0.7 | 0.9 | 1.1 | 27.5 | 0.9 | 0.3 | -6.5
Cn1c(SCc2nnc(-c3ccccc3Br)o2)nc2sc3c(c2c1=O)CCC3 | -8.3 | -4.3 | 1 | 1 | 1 | 1 | 4.4 | 1.1 | -7.2 | 0.0
CCCn1c(SCCc2ccccc2)nc2c1c(=O)[nH]c(=O)n2C | -4.4 | -0.2 | 1.1 | 0.9 | 1 | 1.1 | 14.3 | 1 | -6.3 | -5.7
COC(=O)c1cc(Cl)c(NC(=O)c2ccc(F)cc2)cc1OC | -3.9 | 8.6 | 1 | 1 | 1 | 1 | 4.8 | 0.8 | -16.4 | 4.0
COc1cc([N+](=O)[O-])ccc1NC(=O)Nc1nc2c(s1)CCCC2 | -5.4 | -33.7 | 1.1 | 0.9 | 0.9 | 1 | 11.3 | 0.9 | -2.3 | 4.4

Quoted at random: 3 entries already listed, in no set order.
SMILES | Efa HMGR inh | G6PDH counter | FLuc act counter | Diaph act CS | PMI act satM6P | TNAP act hiacc | Diaphorase inh | PMI activator | TNAP inh noacc | TNAP inh hi DEA
COc1ccccc1C1/C(=C(/O)c2ccc(OC(C)C)cc2)C(=O)C(=O)N1c1cc(C)on1 (stereo unspecified) | 0.1 | 9.2 | 1 | 0.9 | 1.1 | 1 | 8.1 | 1 | 2.3 | 0.4
O=C(NC(=S)Nc1ccc2[nH]c(=O)[nH]c2c1)c1cncc(Br)c1 | -0.7 | 9.2 | 1.1 | 0.7 | 0.9 | 1.1 | 27.5 | 0.9 | 0.3 | -6.5
COC(=O)c1cc(Cl)c(NC(=O)c2ccc(F)cc2)cc1OC | -3.9 | 8.6 | 1 | 1 | 1 | 1 | 4.8 | 0.8 | -16.4 | 4.0
